Screens: PubChem BioAssay, several laboratories
PP5 inh: PP5 (human) phosphatase inhibition. AID 1987. inhibition, % at 6.7 µM. P53041. purified PP5c, OMFP substrate fluorescence. 320,000 compounds, 0.18% hits;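 active means inhibition above the campaign's mean inhibition across all tested compounds plus 3 SD, cut at about 9.5% in these data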;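 further: 0% = DMSO only and 100% = 100 µM cantharidin control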
GASC-1 inh: inhibitors of human GASC-1 (JMJD2C) demethylase; Q9H3R0; GST-JMJD2C(1-420) H3K9me3 demethylation, DELFIA europium; inhibition, % at 2.35 µM; 330,000 compounds, 0.069% hits; AID 2099;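 active means more than half of a compound's replicate wells show inhibition beyond 50%, single wells judged on their own value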;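 further: signal counts dimethyl H3K9 product captured on neutravidin plate; 0% = median of DMSO wells and 100% = 0.3 times that DMSO median; strong numbers were not always called active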
Target sequence (Q9H3R0 1-420 limits assumed): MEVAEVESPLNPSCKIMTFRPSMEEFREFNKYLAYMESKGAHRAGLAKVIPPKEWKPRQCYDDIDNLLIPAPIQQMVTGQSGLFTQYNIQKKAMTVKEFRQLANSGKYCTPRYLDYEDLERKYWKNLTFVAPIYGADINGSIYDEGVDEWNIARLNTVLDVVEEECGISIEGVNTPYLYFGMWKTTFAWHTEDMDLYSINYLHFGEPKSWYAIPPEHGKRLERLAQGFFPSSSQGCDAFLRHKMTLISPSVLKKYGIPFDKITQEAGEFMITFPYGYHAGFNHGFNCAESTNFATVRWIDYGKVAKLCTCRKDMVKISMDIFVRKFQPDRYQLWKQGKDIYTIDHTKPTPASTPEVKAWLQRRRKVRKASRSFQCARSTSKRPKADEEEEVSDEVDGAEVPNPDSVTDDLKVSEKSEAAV
PP1 counter: PP1-alpha (human) inhibition in PP5 counter-screen; P62136; purified PP1alpha, OMFP fluorescence; inhibition, % at 6.7 µM; 320,000 compounds, 0.9% hits; AID 2235;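 active means inhibition above the mean inhibition of all tested compounds plus 3 SD, computed separately for each screening campaign, cut at about 15% in these data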
Target sequence (P62136 whole entry, looked up): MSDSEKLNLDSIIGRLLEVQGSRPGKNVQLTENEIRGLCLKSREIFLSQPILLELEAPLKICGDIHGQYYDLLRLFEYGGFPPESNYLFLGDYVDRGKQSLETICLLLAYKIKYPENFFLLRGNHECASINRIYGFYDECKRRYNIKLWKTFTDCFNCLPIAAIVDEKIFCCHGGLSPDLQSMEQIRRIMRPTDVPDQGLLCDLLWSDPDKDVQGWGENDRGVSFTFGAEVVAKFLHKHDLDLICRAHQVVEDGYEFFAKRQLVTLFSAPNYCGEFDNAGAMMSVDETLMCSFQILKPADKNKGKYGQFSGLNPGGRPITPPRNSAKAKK
proCasp7 act: activates human procaspase-7, counter-screen for procaspase-3 activators; recombinant procaspase-7, Ac-DEVD-pNA absorbance 405 nm; D23A/D198A/D206A triple mutant, cannot self-cleave; scale: DMSO 0, 5 µM enzyme 100; AID 463210; P55210; activation, % at 8.5 µM; 330,000 compounds, 0.093% hits;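 active means percent activation above the screen-wide mean plus 3 SD, cut at about 25% in these data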
Target sequence (P55210 whole entry D23A/D198A/D206A): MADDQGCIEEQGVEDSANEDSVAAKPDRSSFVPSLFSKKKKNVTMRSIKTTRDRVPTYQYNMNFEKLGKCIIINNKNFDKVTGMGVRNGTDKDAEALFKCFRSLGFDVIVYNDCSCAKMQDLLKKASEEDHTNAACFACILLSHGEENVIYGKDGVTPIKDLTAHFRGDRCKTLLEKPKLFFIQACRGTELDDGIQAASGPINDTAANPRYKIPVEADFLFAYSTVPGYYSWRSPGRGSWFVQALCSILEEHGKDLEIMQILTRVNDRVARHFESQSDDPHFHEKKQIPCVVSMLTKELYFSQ
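Assay system – Uncleavable procaspase-7 mutant enzyme · Quantity – 2 µM procaspase-7 mutant as dispensed · Times – 1 h preincubation, 2 h reaction · Dosing – single nominal 8.5 µM compound dose, 0.8% DMSO final · Buffer or medium – Zinc-free 50 mM HEPES buffer, pH 7.4, with NaCl and Triton X-100 · Detection – Epi-absorbance of released pNA at 405 nm, two timepoints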
core dimer inh: blocks dimerization of HCV core protein | 300,000 compounds, 0.33% hits | AID 1899 | TR-FRET GST/Flag-core106 dimerization, 1536-well | inhibition, % at 5 µM;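 active means inhibition above the mean of all tested compounds plus 3 SD, set per screening campaign, cut at about 45% in these data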
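Assay system: Tagged HCV core106 pair (GST and Flag) | Buffer or medium: KF-containing HEPES buffer, pH 7.45, DTT, CHAPS, BSA | Also added: Eu donor and XL665 acceptor anti-tag antibodies | Dosing: One concentration, 5 µM, in 0.5% DMSO | Timing: 4 h at 22.5 °C | Technique: TR-FRET 671 and 617 nm emission | Repeats: Singlicate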
Efflux pump mplx: inhibitors of Candida antifungal efflux pumps expressed in yeast; S. cerevisiae Candida pump triplex, Nile Red efflux; inhibition, % at 10 µM; 330,000 compounds, 0.44% hits;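 active means plate passing quality check with inhibition over a set limit, or well fluorescence over plate mean plus 4 SD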;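 further: Nile Red retained in pooled yeast measured as flow cytometry median fluorescence; 0% = buffer negative control and 100% = Enniatin B positive control; higher means more Nile Red kept so more efflux inhibition; some compounds called inactive have numbers as strong as hits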
procasp3 activ: activators of human procaspase-3 | P42574 | 330,000 compounds, 0.11% hits | activation, % at 8.5 µM | recombinant procaspase-3 D3A, Ac-DEVD-pNA absorbance 405 nm;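 active means activation above the mean of all tested compounds plus 3 SD, cut at about 21% in these data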;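 further: 0% = DMSO alone and 100% = DMSO wells spiked with extra 5 µM PC-3 D3A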
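Compound: 8.5 µM single point, 0.8% DMSO / Material: Autoprocessing-dead procaspase-3 D3A mutant enzyme / Timing: 1 h preincubation plus 2 h reaction at 25 °C / Medium: Zinc-free HEPES/NaCl buffer with 0.01% Triton X-100 at pH 7.4 / Technique: 405 nm absorbance of p-nitroaniline, reads at 0 and 120 min / Repeats: one well per compound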
TPT1 inh: C. albicans TPT1 enzyme inhibition | recombinant caTPT1, FP RNA substrate dephosphorylation | inhibition, % at 5 µM | 300,000 compounds, 0.81% hits | AID 1962;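 active means inhibition above the mean of all tested compounds plus 3 SD, set per screening campaign, cut at about 24% in these data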;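 further: plate controls were DMSO alone for no effect and ferristatin control at 100 nM for full effect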
Fh CTSL1 inh: blocks F. hepatica cathepsin L1 in PFM18AAP counter-screen; 300,000 compounds, 0.49% hits; inhibition, % at 5.96 µM; recombinant F. hepatica cathepsin L1, Z-Leu-Arg-MCA fluorescence;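 active means inhibition above the mean of all tested compounds plus 3 SD, set per screening campaign, cut at about 17% in these data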;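 further: 0% = plate median of test compound wells and 100% = 1 µM Z-Phe-Ala-diazomethylketone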
An asterisk follows results filed as active; / = no result given.

SMILES	PP5 inh	GASC-1 inh	PP1 counter	proCasp7 act	core dimer inh	Efflux pump mplx	procasp3 activ	TPT1 inh	Fh CTSL1 inh
Cc1cccc(N2CCN(C(=O)C3COc4ccccc4O3)CC2)c1C (stereo not given)	3.6	1	-2	-3	3	0.0	-2	-1	-3
Oc1c(C(Nc2cccc(C(F)(F)F)c2)c2ccncc2)ccc2cccnc12 (stereo not given)	4.0	0	18*	-18	-3	-0.1	-5	-1	3
COCCCN1C(=O)C(=O)/C(=C(/O)c2ccc(S(=O)(=O)N3CCCCC3)cc2)C1c1cccc(OC)c1 (stereo not given)	-0.9	-3	0	-2	6	0.2	3	-2	-4
CNC(=O)NC(=O)COC(=O)c1ccc(-n2c(C)ccc2C)cc1	1.8	8	-2	-6	4	0.2	1	-2	3
COC(=O)CCN(C(C)=O)c1ccc(N)cc1	-0.7	16	-3	14	-7	-0.1	1	-6	1
COc1ccc(C(=O)OCC(=O)Nc2ccc(OC(F)F)cc2)c(OC)c1	0.5	0	0	1	-1	0.0	4	-2	0
O=C1C2CC=CCC2C(=O)N1c1ncn[nH]1 (stereo not given)	0.2	-33	-1	0	-2	0.0	1	-1	1
CC(=O)c1c(C)[nH]c(C(=O)CSc2nc3ccccc3c(=O)n2CCCO)c1C	1.1	14	-7	11	-3	0.0	-3	-1	4
Cn1nc(C(F)(F)F)c(C(=O)Nc2cccc(C(F)(F)F)c2)c1SCc1ccc(Cl)cc1	3.2	-4	0	-8	-15	0.0	8	0	4
O=C(NCC(=O)N(c1ccc(F)cc1)C(C(=O)NC1CCCC1)c1cccnc1)c1ccco1 (stereo not given)	-3.9	-1	1	0	-14	0.5	-4	-4	8
COCCCN1C(=O)C(=O)/C(=C(/O)c2ccc(S(=O)(=O)N3CCCCC3)cc2)C1c1ccc(O)c(OC)c1 (stereo not given)	0.8	5	1	0	2	-0.2	4	-3	3
Cc1nccn1-c1cc(C(C)(C)C)nc2c(-c3ccccc3)cnn12	-1.6	-6	4	-2	-9	0.0	4	-3	5
Cc1cc(CC(=O)O)c2oc(-c3ccoc3)cc(=O)c2c1	7.4	1	-3	-7	-1	-0.1	-7	-2	7
Cn1nc(-c2ccccc2)c(C(=O)Nc2ccc(C(F)(F)F)cc2)c1Cl	1.4	-10	-4	2	-6	0.0	0	0	2
Cc1cc(C)n(C(=O)CN(C)S(=O)(=O)c2ccc([N+](=O)[O-])cc2)n1	1.1	-17	-2	12	-1	-0.1	2	0	0
Cc1ccc2[nH]c(=O)c(CN(CCCN(C)C)C(=O)Nc3ccc(Cl)cc3)cc2c1	-0.1	-10	0	10	-7	-5.7	-4	-1	0
Cc1ccccc1S(=O)(=O)Cc1ccc(C(=O)NC(C)c2ccccc2)o1 (stereo not given)	1.8	-31	-1	-11	-4	0.0	2	3	0
CCCOc1ccc(C(=O)NNC(=S)NC(C)=O)cc1	-1.4	16	1	-22	0	0.2	-3	0	1
Cc1nc2ccc(S(=O)(=O)Nc3ccc(-c4nc5cccnc5s4)cc3)cc2s1	5.8	3	-4	16	0	0.1	7	4	2
CCn1c(SCC(=O)N2CCC(C)CC2)nc2c(c1=O)SC(C)C2 (stereo not given)	2.4	-5	0	-9	-7	0.1	4	0	6
Cc1[nH]n(C(N)=S)c(=O)c1N=Nc1ccc(S(=O)(=O)N2CCCCCC2)cc1	4.8	-20	3	8	3	-0.1	-7	1	4
COc1cccc(NC(=O)c2nn(-c3ccc(OC)cc3OC)c(=O)c3ccccc23)c1	-0.2	0	-1	-3	8	-0.1	5	-2	2
COc1cccc(CSc2nnc(-c3ccncc3)n2C)c1	1.3	3	-2	10	4	-0.1	9	-3	-1
Cc1ccc(NC(=O)N2CCC(C(=O)NCC(C)C)CC2)cc1	2.0	1	-1	-10	-4	0.2	2	1	-3
O=C(Cn1ccc([N+](=O)[O-])n1)NCc1cccs1	1.4	-5	5	3	-2	0.0	5	0	3
SMILES	PP5 inh	GASC-1 inh	PP1 counter	proCasp7 act	core dimer inh	Efflux pump mplx	procasp3 activ	TPT1 inh	Fh CTSL1 inh
COc1ccc(/C=C/C(=O)c2cc(Br)ccc2OC(=O)c2ccco2)cc1OC	2.1	7	-1	-3	-11	0.0	4	0	1
CCN(CCn1cccn1)C(=O)CCc1nnc(-c2ccccc2)o1	1.6	0	0	-1	0	-0.1	-2	0	3
O=[N+]([O-])c1ccc(Sc2n[nH]c(-c3ccco3)n2)nc1	3.2	1	-1	-1	2	-0.1	9	0	-4
Cc1ccc(Cn2c([N+](=O)[O-])cnc2C)cc1	0.9	-13	0	6	5	0.5	-1	-2	-2
CC1CCN(S(=O)(=O)c2ccc(NC(=O)CN3CCCC(C)C3)cc2)CC1 (stereo not given)	0.5	-24	1	11	7	0.1	10	-2	7
NS(=O)(=O)c1ccc(CCNC(=O)c2ccc(Cl)c(S(=O)(=O)NCc3ccco3)c2)cc1	/	5	/	-4	/	0.1	6	/	/
Cc1cc(C)nc(Nc2nc(-c3ccccc3)cs2)n1	3.6	9	-3	11	-9	0.2	1	5	1
CCC(C)N(C(=O)COC(=O)COc1c(C)cc(C)cc1C)C1CCS(=O)(=O)C1 (stereo not given)	-0.3	-1	-8	1	-1	0.0	0	-2	-7
Cc1cc(NC(=O)c2cc(-c3ccco3)on2)nn1Cc1ccc(Cl)cc1	4.9	2	1	-12	9	0.4	-3	0	3
Cc1cccc(-c2c3c(=O)n(C)c(=O)n(C)c3cn2C(C)(C)C)c1	2.4	-5	-7	-9	-2	0.1	2	1	2
CC(=O)c1cc(-c2ccccc2)n(CC(=O)N2CCCC2)c1C	2.3	4	-4	5	-3	1.1	8	1	-2
Cc1cc2c3c(c1C)C(=O)C(=O)N3C(C)(C)CC2C (stereo not given)	-0.6	-5	1	11	-5	-0.1	13	0	-2
CCCn1c(SCC(=O)N2N=C3/C(=C/c4ccc(OC)cc4)CCCC3C2c2ccc(OC)cc2)n[nH]c1=O (stereo not given)	3.9	-4	7	-3	22	-0.1	1	-3	4
CC1CCCN(S(=O)(=O)c2ccc(C(=O)Nc3nnc(C4=COCCO4)o3)cc2)C1 (stereo not given)	4.2	-3	19*	-1	-12	0.1	5	-1	6
O=C(CSc1ccc(-c2ccco2)nn1)NCc1ccc(F)cc1	0.7	-15	-3	-5	3	-0.2	-14	0	3
O=C(CC1NCCNC1=O)OCCCc1ccccc1 (stereo not given)	1.3	-17	-1	8	-1	0.0	1	-4	-2
Cn1c2ccccc2c2c(C(=O)N3CCN(c4ccccn4)CC3)cn(C3CCCC3)c(=O)c21	1.9	38	3	3	9	-0.1	3	-5	1
Clc1cnc(N/N=C/c2ccncc2)c(Cl)c1	0.9	-2	0	7	-3	-0.1	8	4	5
Cc1nn(C)c(C)c1C(C)NC(=O)c1cc(COc2ccc(F)c(F)c2)on1 (stereo not given)	0.9	-21	-4	6	0	0.1	-10	0	0
Fc1ccccc1-c1cc2cc3c(cc2cn1)OCO3	/	15	/	5	/	-0.1	5	/	/
Cc1ccc(NC(=O)CCCn2c(=S)[nH]c3ccsc3c2=O)cc1C	1.4	-1	-1	-8	1	-0.2	-1	1	-3
O=C(Nc1nc2n(n1)C(c1ccc(Cl)cc1)CC(c1ccc(Cl)cc1)N2)c1ccco1 (stereo not given)	4.0	-3	23*	4	7	0.1	4	-2	1
CCOC(=O)C1CCN(C(=O)Cn2nc(C)n3c(cc4cc(F)ccc43)c2=O)CC1	1.7	-23	-6	1	0	0.0	2	-2	-3
Cc1cccc(OCCSCc2nc3ccccc3[nH]2)c1	1.6	0	0	7	2	0.0	3	1	1
CCN(CC(=O)Nc1c(F)cccc1F)C(=O)CCN1C(=O)c2cccc([N+](=O)[O-])c2C1=O	-2.0	-7	-5	-1	-5	0.0	-11	-5	-1

Part of the list above in order of SMILES length, lowest first.
SMILES	PP5 inh	GASC-1 inh	PP1 counter	proCasp7 act	core dimer inh	Efflux pump mplx	procasp3 activ	TPT1 inh	Fh CTSL1 inh
Cc1cccc(OCCSCc2nc3ccccc3[nH]2)c1	1.6	0	0	7	2	0.0	3	1	1
Cc1ccc(Cn2c([N+](=O)[O-])cnc2C)cc1	0.9	-13	0	6	5	0.5	-1	-2	-2
Cc1cc(NC(=O)c2cc(-c3ccco3)on2)nn1Cc1ccc(Cl)cc1	4.9	2	1	-12	9	0.4	-3	0	3
NS(=O)(=O)c1ccc(CCNC(=O)c2ccc(Cl)c(S(=O)(=O)NCc3ccco3)c2)cc1	/	5	/	-4	/	0.1	6	/	/

Additional entries follow.
SMILES	PP5 inh	GASC-1 inh	PP1 counter	proCasp7 act	core dimer inh	Efflux pump mplx	procasp3 activ	TPT1 inh	Fh CTSL1 inh
COc1ccc(CNC(=O)CC2C(=O)NCCN2CC(C)(C)C)c(OC)c1 (stereo not given)	1.1	7	-1	3	-3	0.0	8	-3	2
CCC(C)[C@H]1CN=C(N)N1CCc1cccc(F)c1 (stereo not given in full)	0.7	-1	-8	6	-10	0.0	7	4	-3
CCOCC(=O)N1CCc2ccccc21	0.2	-12	-4	5	-7	-0.1	6	4	1
CCN1CCN(C(=O)c2ccc3c(c2)N(Cc2ccccc2)C(=O)c2ccccc2S3(=O)=O)CC1	1.1	-16	1	-4	16	-0.1	1	-2	-1
Cc1ccc(C(=O)CCS(=O)(=O)c2ccc(Br)cc2)cc1	1.5	3	-1	-29	-7	-0.5	-24	-1	5
COc1nc(-c2ccccc2)cc(-c2ccc(OC)c(OC)c2)n1	3.1	-10	0	13	2	-0.1	3	0	0
CCOc1cc(/C=C(\CC(=O)O)c2nc3ccccc3s2)ccc1OC	-0.2	-14	2	7	0	0.3	4	3	-3
CCN(CC)CCC(c1cc(OC)c(OC)c(OC)c1)c1c(O)cc(OC)cc1OC (stereo not given)	0.3	3	1	13	6	-0.1	10	1	-5
CCc1ccc(OCC(=O)Nc2ncc3c(n2)CC(C)(C)CC3=O)cc1	5.3	-3	2	-2	7	0.4	-8	3	-1
Cc1ccc(-n2c(Cn3c(C)nc4ccccc43)n[nH]c2=S)cc1	1.1	10	3	-8	-4	0.0	7	-3	0
O=c1c2ccccc2n(Cc2ccc(Cl)cc2)c(=O)n1Cc1ccco1	1.4	-9	-1	0	14	0.1	-4	-2	0
COc1ccc(CC(=O)Nc2ccncc2Cl)cc1	0.4	1	0	4	-4	-0.2	6	1	0
COc1ccc(Nc2nc(-c3sc(C)nc3C)cs2)cc1	3.9	-8	0	-2	-17	0.4	3	-1	-7
COc1ccc(-n2nc([N+](=O)[O-])c(=NCc3ccco3)n2O)cc1	1.9	13	-2	-7	4	0.0	-7	1	10
COc1ccc(CCNC(=O)NCCc2c[nH]c3ccccc23)cc1OC	1.1	4	-2	1	7	-0.1	8	1	1
CC(=O)n1nc(-c2ccco2)nc1N	1.1	-1	-3	8	2	-0.1	6	-4	0

The order is random, and some 2.9% of all compounds hit somewhere here.
